Assay outcomes from PubChem.
BCR signal inh = qHTS Assay to Find Inhibitors of Chronic Active B-Cell Receptor Signaling; Potency, µM (doses to about 46.1 µM), inactives show at the highest dose ratio change, negative = lower green/red ratio, most hits filed as inhibitors; 340,000 compounds, 0.05% hits; AID 493014, 2011; ABC-DLBCL IkBa-CBG/CBR reporter, luminescence ratio, 4 h; active means well fitted inhibition curve with a large enough effect in the signal ratio, with a control signal flat, not every such curve was filed as active; inconclusive means small, poorly fitted or top-dose-only effect, or effect the other way, or a change in a side signal; the % refers to the signal ratio;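 further: potency means the concentration at half of the fitted maximal effect; plate controls were basal doxycycline-induced cells for no effect and cells given 10 µM MG132 for full effect; MG132 reads +100%, hits lower the ratio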
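Cell line TMD8 (human ABC DLBCL), stably expressing tet-inducible CBG68-IkBa fusion and CBR; IMDM/0.5% FBS; cpd up to 46 uM; dox induction, 4 h, 37C/5% CO2; dual luminescence; green/red ratio; MG132 control.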
B2AR arrestin = qHTS assay of beta-arrestin-biased ligands of beta2-adrenergic receptor. AID 492947, 2010. beta-arrestin recruitment to beta2AR, cell-based reporter. Beta-2 adrenergic receptor (Homo sapiens), P07550. 330,000 compounds, 0.02% hits. Potency, µM (top dose mostly 46.1 µM), without a hit: at the top dose activation, actives largely listed as activators;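 further: potency means the concentration at half of the fitted maximal effect; 0% = DMSO controls and full agonism = EC100 isoproterenol or metaproterenol; nearly all actives have a fitted effect of over 65% in size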
Eya2 inh = qHTS Assay for Inhibitors of the Phosphatase Activity of Eya2 | Protein phosphatase EYA2 (Homo sapiens), O00167 | recombinant Eya2, OMFP fluorescence dephosphorylation (OMFP is methylfluorescein phosphate) | Potency, µM (doses to about 76.9 µM), inactives show at the highest dose activity, negative = inhibition, usual class: inhibitors | 330,000 compounds, 0.006% hits; further: potency means the concentration at half of the fitted maximal effect; on the % scale 0 is the no-effect control and ±100 the full control effect
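Eya2 (0.2 uM) preincubated 10 min at ambient with compound, then OMFP substrate added at 50 uM; 10 min reaction in 50 mM HEPES pH 7.5, 50 mM NaCl, 5 uM MgCl2, 0.05% BSA, 1 mM DTT. Fluorescence read at Ex 485/Em 525 nm.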
Mito fusion act = qHTS Assay for Small Molecule Inhibitors of Mitochondrial Division or Activators of Mitochondrial Fusion; S. cerevisiae fusion-defective mutant growth rescue, CellTiterGlo 48 h; 320,000 compounds, 0.23% hits; Potency, µM (titrated, usually from 46.1 µM), for inactives: at the highest dose growth rescue (activation), usual class: activators;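 further: potency means the concentration at half of the fitted maximal effect; % of control where 0% means no effect; nearly all actives have a fitted effect of over 45% in size; temperature-sensitive fusion mutants such as fzo1-1 at 37 °C on non-fermentable ethanol glycerol medium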
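Luminescent cell viability in 1536-well qHTS format served as the measure of rescued growth in ts fusion-mutant S. cerevisiae cultured on non-fermentable YPEG for 48 hours at 37C.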
Tb PFK inh = qHTS Assay to Find Inhibitors of T. brucei phosphofructokinase. Potency, µM (series often up to 57.5 µM), inactives show at the top dose activity, negative = inhibition, hits mostly inhibitors. ATP-dependent 6-phosphofructokinase (Trypanosoma brucei brucei), O15648. T. brucei PFK, ADP-Glo luminescence. 330,000 compounds, 0.17% hits;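 further: potency means the concentration at half of the fitted maximal effect; 0% = uninhibited 1x PFK enzyme wells and -100% = no-enzyme wells; nearly all actives have a fitted effect of over 60% in size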
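1.25 nM PFK with 0.5 mM F6P and 0.1 mM ATP in 0.1 M TEA pH 8.0, 5 mM MgCl2, incubated 45 min at room temperature; ADP measured by ADP-Glo luminescence; compounds titrated up to 57 uM.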
TSG101-PTAP inh = qHTS Assay for Iinhibitors of HIV-1 Budding by Blocking the Interaction of PTAP/TSG101; 340,000 tested, under 10 active; Tumor susceptibility gene 101 protein (Homo sapiens), Q99816; Fluorescence polarization, FITC-PTAP peptide / Tsg101 binding; AID 493005, 2010; Potency, µM (titrated, usually from 115 µM), for inactives: top-dose activity change, negative = inhibition, most hits filed as inhibitors; active means well fitted inhibition curve with a large enough effect in the main read-out, with a control signal flat, not every such curve was filed as active; inconclusive means small, poorly fitted or top-dose-only effect, or effect the other way, or a change in a side signal; inactive means no such curve, though single readings can be large or run the other way; further: potency means the concentration at half of the fitted maximal effect; % of control where 0% means no effect
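Compounds were pin-transferred onto Tsg101 binding domain (10 uM final) in HEPES pH 7.5 buffer, then FITC-PTAP peptide was added at 50 nM final. After 20 min at RT, polarization reported peptide displacement across a qHTS concentration series.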
TCR act = Activators of T cell receptors: qHTS campaign | primary human leukocytes, anti-CD3, IL-2 HTRF, 48 h | Potency, µM (series often up to 9.22 µM), for inactives: at the top dose activation of IL-2 secretion, most hits filed as activators | 330,000 tested, under 10 active | AID 504894, 2011; further: % of control where 0% means no effect
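IL-2 release read by HTRF sandwich (Eu cryptate donor, d2 acceptor, 665 nm emission) after 48 hr exposure of primary human leukocytes to compound together with anti-CD3 beads in the absence of co-stimulatory signals.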
TSHR antag = Antagonists of the Thyroid Stimulating Hormone Receptor: HTS campaign; Thyrotropin receptor (Homo sapiens), P16473; 330,000 compounds, 0.2% hits; AID 504810, 2011; TSHR-expressing cells, TSH-stimulated cAMP HTRF, 2 h; stronger effect = lower value; activity change, negative = inhibition, % at 11.5 µM;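 active means activity change below a set negative limit, meaning inhibition stronger than a set level, cut at about -70% in these data; inconclusive means activity change between two set negative limits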; further: on the % scale 0 is the no-effect control and ±100 the full control effect
Target sequence (P16473 whole entry, looked up): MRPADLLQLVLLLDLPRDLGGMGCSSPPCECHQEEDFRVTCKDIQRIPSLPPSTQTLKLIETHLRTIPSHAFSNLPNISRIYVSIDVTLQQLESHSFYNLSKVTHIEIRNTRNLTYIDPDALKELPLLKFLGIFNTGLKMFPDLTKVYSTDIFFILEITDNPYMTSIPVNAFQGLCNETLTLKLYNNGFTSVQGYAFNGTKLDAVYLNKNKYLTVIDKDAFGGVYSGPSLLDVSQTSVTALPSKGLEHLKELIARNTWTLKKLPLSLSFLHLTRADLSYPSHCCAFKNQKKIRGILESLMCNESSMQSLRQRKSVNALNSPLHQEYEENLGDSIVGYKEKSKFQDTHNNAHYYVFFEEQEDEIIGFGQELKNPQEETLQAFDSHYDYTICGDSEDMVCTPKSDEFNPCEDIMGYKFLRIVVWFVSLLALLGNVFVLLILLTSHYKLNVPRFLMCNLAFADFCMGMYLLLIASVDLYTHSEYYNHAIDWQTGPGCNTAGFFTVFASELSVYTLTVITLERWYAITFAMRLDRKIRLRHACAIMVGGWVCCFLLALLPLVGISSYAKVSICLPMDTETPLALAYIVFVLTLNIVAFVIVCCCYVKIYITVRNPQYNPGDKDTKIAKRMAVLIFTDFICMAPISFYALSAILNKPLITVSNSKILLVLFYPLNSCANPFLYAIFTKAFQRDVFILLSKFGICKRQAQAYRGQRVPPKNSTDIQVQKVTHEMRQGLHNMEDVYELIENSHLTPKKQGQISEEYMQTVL
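Competitive HTRF cAMP read-out (cryptate anti-cAMP antibody, cAMP-d2; 30 min, room temperature) in freshly harvested TSHR cells. Compounds added before TSH at EC80 (4nM final), followed by 2 hours' incubation at 37 deg C.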
USP2a block = qHTS Assay for Inhibitors of Ubiquitin-specific Protease USP2a Using CHOP2 as the Reporter; 330,000 compounds, 0.01% hits; USP2 core, Ub-CHOP2 coupled fluorogenic reporter, 485/531; Potency, µM (titrated, usually from 38.3 µM), inactives show top-dose activity change, negative = inhibition, hits mostly inhibitors; Ubiquitin carboxyl-terminal hydrolase 2 (Homo sapiens), O75604;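 further: potency means the concentration at half of the fitted maximal effect; plate controls were DMSO wells for no effect and full inhibition by NEM control for full effect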
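Cell-free coupled assay: 10nM USP2 core preincubated 30min RT with compound in Tris-HCl pH 8.0/CaCl2/CHAPS buffer, then 25nM Ub-CHOP2 and 25nM reporter substrate; fluorescence (Ex 485/Em 531) read after 60min RT, normalized to NEM inhibition, concentration-response curves fitted.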
ELG1 DNA repair = qHTS screen for small molecules that inhibit ELG1-dependent DNA repair in human embryonic kidney (HEK293T) cells expressing luciferase-tagged ELG1 | HEK293T ELG1-luciferase reporter, luminescence, 16 h; DNA damage induced by 5-fluorouridine | Potency, µM (doses to about 46.1 µM), without a hit: top-dose activity change, negative = inhibition, usual class: inhibitors | 330,000 compounds, 2.3% hits; further: potency means the concentration at half of the fitted maximal effect; on the % scale 0 is the no-effect control and ±100 the full control effect; nearly all actives have a fitted effect of over 55% in size
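Quantitative HTS, concentration-response format. 2,000 cells/well co-treated with 5-fluorouridine and compound, 16 hr in 5% CO2 at 37 °C; ONE-Glo luminescence read after 30 min.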
uPA surface inh = qHTS for Inhibitors of Cell Surface uPA Generation; cell surface uPA generation assay, qHTS; 330,000 compounds, 0.31% hits; Potency, µM (doses to about 38.3 µM), inactives show at the top dose activity change, negative = inhibition, hits mostly inhibitors; active means well fitted inhibition curve with a large enough effect; inconclusive means small, poorly fitted or top-dose-only effect; inactive means no such curve, though single readings can be large or run the other way; tested in mouse RAW 264.7 cells; further: potency means the concentration at half of the fitted maximal effect; on the % scale 0 is the no-effect control and ±100 the full control effect; nearly all actives have a fitted effect of over 55% in size
An asterisk follows results filed as active; ? = inconclusive; / = no result given; [ ] = another dose, or the depositor's remark. Unless noted, the call rests on the fitted dose curve; in most records, active means well fitted curve in the direction sought with a large enough effect; inconclusive means small, poorly fitted or top-dose-only effect, or another doubt; inactive means no such curve, though single readings can be large; an effect the other way counts as inactive or inconclusive.

SMILES	BCR signal inh	B2AR arrestin	Eya2 inh	Mito fusion act	Tb PFK inh	TSG101-PTAP inh	TCR act	TSHR antag	USP2a block	ELG1 DNA repair	uPA surface inh
Cc1ccc2c(c1)-n1c(nc3cc(C)ccc3c1=O)C(Cc1ccccc1)NC2=O (stereo unspecified)	0%	0.0%	-6%	/	11%	/	/	2	-2%	13%	/
CCN(CC(=O)Nc1ccc(OC)c(Cl)c1)CC(=O)NC(C)C	4%	-1.0%	4%	-7%	-2%	-1%	-4%	-1	0%	-5%	-4%
OC(c1ccc(F)cc1)(C1CCCCC1)C(CN1CCOCC1)c1ccccc1 (stereo unspecified)	1%	-0.4%	1%	-18%	5%	-6%	2%	-5	-1%	-25%	7%
COC(=O)c1cc(S(=O)(=O)NCc2ccccc2OC)cn1C	4%	-0.7%	1%	-1%	0%	-3%	-1%	21	4%	0%	2%
CN(c1ccc(C(=O)NCc2ccc3c(c2)OCO3)cc1)S(C)(=O)=O	2%	-0.1%	-25%	5%	1%	-9%	-1%	-5	0%	3%	/
Cc1cnc(C(=O)Nc2ccc3c(c2)CCC3)cn1	?	0.2%	5%	-1%	-9%	-6%	7%	-14	1%	?	-7%
CCOc1ccc(Nc2nc(-c3sc(N)nc3C)cs2)cc1	0%	0.0%	1%	-6%	2%	-3%	-6%	-3	0%	4%	-2%
O=C(O)C/C=C(\NC(=O)OCc1ccccc1)C(=O)OCc1ccccc1	?	-0.2%	-6%	12%	-2%	-3%	4%	-1	1%	-7%	8%
Cc1nnc(NC(=O)c2cc(S(=O)(=O)N(C)C)ccc2N2CCCC2)s1	-1%	-0.3%	14%	-4%	0%	-2%	-6%	2	0%	15%	-6%
CCOC(=O)c1cnc(SCc2ccc(C)cc2)nc1N	?	0.2%	-15%	14%	-3%	0%	5%	-10	0%	?	3%
COc1ccccc1NC(=O)/C=C\c1ccco1	?	4.2%	-4%	-1%	-26%	1%	0%	6	-8%	?	-11%
COc1ccc(-n2c(COc3cccc4ccccc34)nnc2SC(C)C(=O)O)cc1 (stereo unspecified)	0%	0.2%	1%	3%	0%	-5%	-2%	-22	-5%	11%	6%
CCc1cc(=O)[nH]c(SCC(=O)NCC2CCCO2)n1 (stereo unspecified)	0%	-0.2%	-26%	5%	-7%	2%	9%	-3	1%	0%	1%
Cc1ccc(N2C(=O)C(CN3CCCC3)C2c2ccccc2)cc1 (stereo unspecified)	5%	0.1%	2%	-10%	3%	-1%	-4%	9	3%	12%	10%
COc1ccc(C(c2nnnn2C2CCCC2)N2CCC(C)CC2)cc1 (stereo unspecified)	7%	0.0%	7%	3%	-4%	-2%	-5%	2	2%	?	13%
Cc1c(NC(=O)C2(c3ccccc3)CCCC2)c(=O)n(-c2ccccc2)n1C	-1%	0.0%	-19%	-1%	0%	-2%	-14%	11	4%	0%	-1%
S=C(Nc1ccc(Oc2ccccc2)cc1)N(CCCN1CCOCC1)Cc1ccccn1	-4%	-0.1%	0%	0%	-6%	-5%	-3%	4	0%	-14%	-5%
Cc1ccc2nc(N3CCN(C=O)CC3)nc(-c3ccccc3)c2c1	-11%	-0.3%	2%	-2%	-1%	-4%	-2%[46.1 µM]	1	-2%	?	-3%
Cc1ccc(Oc2ncccc2COC(=O)Nc2ccccc2C)cc1	?	-0.1%	?	1%	-4%	-3%	2%	34	0%	?	5%
CCCCn1c(SCC(=O)N2CCOCC2)nc2ccccc2c1=O	15%	-0.2%	-11%	7%	1%	-2%	0%	-12	1%	0%	2%
CCc1ccc(NC2=NCC(c3ccccc3)S2)cc1 (stereo unspecified)	5%	-0.1%	-12%	10%	-1%	-4%	5%	-13	-1%	?	1%
C#CCn1c(=O)cc(C)c2ccccc21	1%	0.4%	-2%	-3%	-1%	0%	-14%	3	1%	20%	-2%
Cc1ccc(N=Cc2sccc2C)cc1C	2%	-0.4%	-2%	-4%	0%	0%	-7%[46.1 µM]	6	1%	5%	1%
Cn1c(NN)nc2c1c(=O)n(Cc1ccccc1)c(=O)n2C	?	0.3%	6%	-3%	1%	-11%	6%	-2	8%	4%	1%
CCCC1C(=O)Nc2ccccc2N1C(=O)c1cccc(C)c1 (stereo unspecified)	-2%	0.1%	8%	21%	0%	-4%	1%	-6	0%	-18%	3%
COc1ccc(C2NC(=S)NC(C)=C2C(=O)Nc2ccccn2)cc1OC (stereo unspecified)	?	-1.9%	-4%	-3%	-2%	-4%	3%[46.1 µM]	0	1%	-3%	6%
Nc1nc(CN2CCN(C(=O)c3ccco3)CC2)nc(Nc2cccc(Cl)c2)n1	7%	-0.1%	4%	-6%	7%	-1%	-1%	-4	1%	?	-6%
N=C1/C(=C\c2ccc(-c3ccc(C(=O)O)cc3)o2)C(=O)N=C2SC=C(c3ccccc3)N12	?	-0.7%	-14%	-3%	0%	-4%	6%	-15	-10%	4%	-6%
O=C(COc1ccccc1)N1CCCC1	9%	0.0%	24%	11%	-1%	0%	2%	3	0%	12%	6%
O=C(Oc1ccc2c(c1)OCO2)c1ccncc1	1%	-0.1%	8%	5%	-3%	-8%	-3%	-6	1%	-23%	?
O=C(COC(=O)Cn1cnc2ccccc2c1=O)NCCC1=CCCCC1	0%	0.7%	3%	-3%	-4%	2%	4%[46.1 µM]	-11	-1%	0%	0%
N#Cc1ccc(OCc2nnc(-c3ccc([N+](=O)[O-])cc3)o2)cc1	?	-0.1%	13%	-2%	-2%	0%	-4%	-9	3%	-15%	-1%
Clc1ccc(/C=N/Nc2nn[nH]n2)cc1	10%	-0.2%	-15%	0%	2%	-11%	-5%[46.1 µM]	-6	3%	3%	-1%
CC(C)CNS(=O)(=O)c1cc(C(=O)OC2CCOC2=O)c(Cl)cc1Cl (stereo unspecified)	2%	-0.3%	2%	-3%	6%	-1%	4%	10	-1%	-2%	3%
COc1cccc(C(=O)Nc2ccccc2N2CCN(C(=O)c3ccccc3)CC2)c1	2%	-0.2%	-8%	/	-1%	-5%	/	-5	0%	23µM*	12%
CCCCN(C(=O)c1c(C)noc1C)c1c(N)n(CCC)c(=O)[nH]c1=O	-1%	3.6%	9%	-1%	-7%	-5%	7%	-4	1%	5%	0%
O=C1C=CC(=O)C(C2=C3C(=O)N(CCc4ccccc4)CC(=O)N3CCC2)=C1	?	-1.0%	-1%	3%	-5%	-4%	1%[46.1 µM]	-49	6%	?	4%
O=C(Nc1ccc(F)cc1)c1cc(-c2ccccn2)nc2c(Cl)cccc12	-3%	1.1%	0%	-1%	-3%	0%	13%	29	2%	3%	3%
COc1ccc(-n2ncc3c(NCC4CCCO4)ncnc32)cc1 (stereo unspecified)	15%	0.1%	5%	0%	1%	-7%	-1%	3	0%	?	-4%
COc1ccc(CC(=O)Nc2cccc(-c3cn4ccccc4n3)c2)cc1	-5%	-1.9%	-11%	9%	1%	0%	-42%[inhibitor][46.1 µM]	-13	1%	?	-5%
C=CCOc1ccccc1C1NC(=O)NC(C)=C1C(=O)NCc1ccccc1 (stereo unspecified)	-1%	-0.6%	13%	1%	1%	-1%	0%	8	0%	11%	/
COc1ccc(C2c3c(n[nH]c3C)CC(C)(O)C2C(C)=O)cc1OC (stereo unspecified)	2%	0.2%	-7%	-1%	1%	0%	-1%	19	-2%	14%	/
O=C(CCS(=O)(=O)c1ccccc1)N(CCCN1CCOCC1)c1nc2ccccc2s1	?	-0.4%	4%	-13%	-4%	-2%	-3%	20	0%	?	?
